# MrgX1 ag: agonists of human MrgX1 receptor, primary screen, HEK293 cells, Fluo-4 calcium flux; Fluo-4 calcium fluorescence, agonist mode; stronger effect = higher value; Mas-related G-protein coupled receptor member X1 (Homo sapiens), Q96LB2; actives 0.44% (n = 310,000); B-score at 10 µM;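 active = calcium response B-score plate-corrected fluorescence ratio at least 3 library SD, with starting fluorescence B-score inside 5 SD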
# Target sequence (Q96LB2 whole entry, looked up): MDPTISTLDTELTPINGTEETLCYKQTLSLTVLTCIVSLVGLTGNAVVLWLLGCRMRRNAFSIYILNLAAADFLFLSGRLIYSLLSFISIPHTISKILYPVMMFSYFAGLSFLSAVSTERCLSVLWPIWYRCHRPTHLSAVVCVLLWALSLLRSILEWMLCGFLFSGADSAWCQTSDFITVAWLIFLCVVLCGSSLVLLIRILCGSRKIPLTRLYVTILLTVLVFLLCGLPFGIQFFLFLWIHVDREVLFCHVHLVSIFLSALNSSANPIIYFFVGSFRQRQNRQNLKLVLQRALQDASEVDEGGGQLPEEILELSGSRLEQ
#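 Test system: HEK293 cells stably expressing human MrgX1 receptor; Input: fifteen thousand cells per well; Dosing: compound delivered in addition one of three; Schedule: overnight seeding, then 1 h dark dye loading; Technique: Fluo-4 NW calcium fluorescence; Measure: B-scored fluorescence response ratio; Controls: positive and negative controls per plate.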
# MrgX1 antagonist: antagonists of human MrgX1 receptor, primary screen, HEK293 cells, Fluo-4 calcium flux | Mas-related G-protein coupled receptor member X1 (Homo sapiens), Q96LB2 | BAM8-22 antagonism; stronger effect = lower value | B-score at 10 µM | actives 1.3% (n = 310,000);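 active = calcium-response B-score plate-corrected more than 3 library SD below zero, starting fluorescence within 5 deviations, no agonist response on first addition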;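 also: peak minus trough fluorescence over baseline after final BAM8-22 challenge near maximal dose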
# TRPC4 agonist: activators of mouse TRPC4 channel, primary screen, Fluo4 calcium, HEK293 TRPC4beta/mu-opioid cells. actives 0.49% (n = 310,000). B-score at 10 µM. Short transient receptor potential channel 4 (Mus musculus), Q9QUQ5. Fluo4 calcium fluorescence; stronger effect = higher value;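 active = B-score above 5 SD of library B-scores, and initial fluorescence ratio not above library mean plus 5 SD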;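 also: positive B-score marks a calcium rise read as TRPC4 activation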
#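 system = HEK293 cells stably co-expressing mouse TRPC4beta and mu-opioid receptor | schedule = Fluo4 dye loading 45 min at room temperature, 110 s recording | measure = B-scored integrated calcium fluorescence ratio | signal = Fluo4 calcium-sensitive dye fluorescence, kinetic, 1 Hz baseline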
# MrgX1 allo act: positive allosteric modulators of MrgX1, primary screen, HEK293 cells, Fluo-4 calcium flux. Mas-related G-protein coupled receptor member X1 (Homo sapiens), Q96LB2. FDSS; stronger effect = higher value. B-score at 10 µM. actives 0.63% (n = 310,000);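 active = plate-corrected calcium response at least 3 library SD above typical, normal starting fluorescence, not activating the receptor alone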;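 also: compound read alongside a low EC10 to EC30 dose of BAM8-22 agonist; peak minus trough fluorescence over baseline measured at the second addition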
# TRPC6 inh: mouse TRPC6 channel inhibitors, primary screen, cell-based, HEK293, membrane potential dye; Short transient receptor potential channel 6 (Mus musculus), Q61143; ACh-evoked depolarization; stronger effect = lower value; B-score at 10 µM; actives 1.1% (n = 310,000);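 active = B-score under library mean minus 3 SD, initial fluorescence not abnormally high, positive integrated signal ratio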;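 also: B-score derived from integrated fluorescence ratio over the kinetic read; more negative B-score means stronger inhibition of depolarization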
# TRPC4 inh: inhibitors of mouse TRPC4 channel, primary screen, Fluo4 calcium, HEK293 TRPC4beta/mu-opioid cells | Short transient receptor potential channel 4 (Mus musculus), Q9QUQ5 | DAMGO-evoked Fluo4 calcium flux; stronger effect = lower value | B-score at 10 µM | actives 0.39% (n = 300,000);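 active = B-score over 3 SD under the library average, no early fluorescence shift, positive overall ratio signal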
#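 System: stable TRPC4beta/mu-opioid receptor HEK293 cells; Dosing: single-point compound dosing; Measured by: Fluo4 Ca2+ flux fluorescence; Read-out basis: per-well B score of integrated baseline-normalized Fluo4 ratio.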
# RGS4 block: RGS4 inhibitors, primary screen, cell-based, HEK293 M3R inducible RGS4, calcium flux | Regulator of G-protein signaling 4 (Homo sapiens), P49798 | Fluo-4 calcium flux; stronger effect = higher value; triggered by carbachol at its EC20 | B-score at 10 µM | actives 0.45% (n = 310,000);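 active = B-score, a plate-corrected calcium signal, over three deviations above library mean, with baseline fluorescence within five deviations of library mean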;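 also: RGS4 expression induced by doxycycline in cells with stable M3 receptor; B-score is computed from the integrated fluorescence ratio over baseline after carbachol; higher B-score means a larger calcium signal and so more RGS4 inhibition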
# Target sequence (P49798 whole entry, looked up): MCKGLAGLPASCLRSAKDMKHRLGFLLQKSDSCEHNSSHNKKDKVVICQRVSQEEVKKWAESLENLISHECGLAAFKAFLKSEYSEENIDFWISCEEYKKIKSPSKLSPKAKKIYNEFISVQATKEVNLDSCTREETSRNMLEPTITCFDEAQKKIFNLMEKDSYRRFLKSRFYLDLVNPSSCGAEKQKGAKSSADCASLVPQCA
# ANO1 block: TMEM16A chloride channel inhibitors, primary screen, cell-based, HTS. actives 1.2% (n = 310,000). HEK293 TMEM16A/YFP iodide influx fluorescence, ionomycin. Anoctamin-1 (Mus musculus), Q8BHY3. normalized B-score (activity score, 25-100; higher = stronger inhibition) at 10 µM;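 active = ratio plate-corrected score three or more library SD toward inhibition, starting fluorescence score within five deviations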;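 also: score derived from kinetic fluorescence span divided by baseline fluorescence per well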
# TRPC6 activator: mouse TRPC6 channel activators, primary screen, cell-based, HEK293, membrane potential dye | B-score at 10 µM | actives 0.13% (n = 310,000) | Short transient receptor potential channel 6 (Mus musculus), Q61143 | AID 2550, 2010 | HEK293-TRPC6 membrane potential dye fluorescence; stronger effect = higher value;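 active = B-score of the integrated fluorescence ratio above library mean plus 3 SD, and starting fluorescence ratio within library mean plus 5 SD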;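 also: higher score means more depolarization so channel activation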
# ANO1 activ: TMEM16A chloride channel activators or potentiators, primary screen, cell-based, HTS; AID 623877, 2012; actives 0.3% (n = 340,000); B-score at 10 µM; Anoctamin-1 (Mus musculus), Q8BHY3; HEK293 TMEM16A/YFP-H148Q/I152L, iodide quench fluorescence; stronger effect = lower value;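 active = fluorescence-ratio B-score plate-corrected deviation score at least 3 library SD below zero, with starting fluorescence score within 5 deviations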;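 also: channel opened by trigger with iodide after compound preincubation; score built on the fluorescence ratio of max minus min over baseline; more negative score means more quench and so TMEM16A activation or potentiation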
# TRPC4 potent: positive allosteric modulators of TRPC4, primary screen, cell-based, mouse TRPC4beta, HEK293 mu-opioid, Fluo-4 calcium; DAMGO EC20, Fluo-4 Ca2+ flux; stronger effect = higher value; actives 0.42% (n = 310,000); AID 2227, 2009; B-score at 10 µM; Short transient receptor potential channel 4 (Mus musculus), Q9QUQ5;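 active = B-score of calcium response area above 5 SD of library B-scores, with initial fluorescence ratio within 5 SD of library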;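 also: B-score of integrated fluorescence ratio over time as area under calcium response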
# Numbers without * were called inactive; i = inactive; x = not tested or not shown.
Compound | MrgX1 ag | MrgX1 antagonist | TRPC4 agonist | MrgX1 allo act | TRPC6 inh | TRPC4 inh | RGS4 block | ANO1 block | TRPC6 activator | ANO1 activ | TRPC4 potent
CC(=O)Nc1ccc(NC(=O)CCn2nnc3ccccc32)cc1 | i | i | i | i | i | i | i | i | i | i | i
O=C(N/N=C/c1cc2ccccc2nc1Cl)/C(=C/c1cccs1)NC(=O)c1ccccc1 | i | i | i | i | i | i | i | i | i | i | i
COCCCNC(=O)c1ccc(N(C)S(C)(=O)=O)cc1 | i | i | i | i | i | i | i | i | i | i | i
CN(CCCN1CCOCC1)Cc1nc(-c2ccccc2)no1 | i | i | i | i | i | i | i | i | i | i | i
COc1ccc(C2C3CCCCC3(O)CCN2C(=O)c2cccs2)cc1 (stereo not given) | i | i | i | i | i | i | i | i | i | i | i
Cc1cc(C)n2nc(S(=O)(=O)NC(C)(C)C)nc2n1 | i | i | i | i | i | i | i | i | i | i | i
CC(=O)c1ccc(S(=O)(=O)Nc2cc3c(cc2C(C)=O)OCO3)cc1 | i | i | i | i | i | i | i | i | i | i | i
Cc1nc(-c2ccncc2)sc1C(=O)Nc1ccc(Cl)cc1 | i | i | i | i | i | i | i | i | i | i | i
Cn1c(N)c(C(=O)COC(=O)C2CC(=O)N(Cc3ccccc3)C2)c(=O)n(C)c1=O (stereo not given) | i | i | i | i | i | i | i | i | i | i | i
Brc1cccc(-c2cnc3n2CCCCC3)c1 | i | i | i | i | -5.4* | i | i | i | i | i | i
Clc1ccc(-c2cnn3c(-c4ccncc4)ccnc23)cc1 | i | i | i | i | i | i | i | i | i | i | i
Cc1ncc(CO)c2c1Oc1nc(-c3ccccc3)nc(SCC(=O)N3CCOCC3)c1C2 | i | i | i | i | i | i | i | i | i | i | i
O=C(COc1ccc(-c2ccccc2)cc1)N1CCN(S(=O)(=O)Cc2ccccc2)CC1 | i | i | i | i | i | i | i | i | i | i | i
Cn1c(Cc2cccs2)nnc1SCC(=O)Nc1ccc(F)cc1F | i | i | i | i | i | i | i | i | i | i | i
CCn1c(-c2c[nH]c3ccccc23)n[nH]c1=S | i | i | i | i | i | i | i | i | i | i | i
CCN(CC)CCNc1cc(C)c(C#N)c2nc3ccccc3n12 | i | i | i | i | -11* | i | i | i | i | i | i
Cc1cc(C(=O)COC(=O)c2cc(Cl)ccc2N)c(C)n1Cc1ccco1 | i | i | i | i | i | i | i | i | i | i | i
CC1(C)C2([N+](=O)[O-])CN3CC1([N+](=O)[O-])CN(C2)C3c1ccccc1 (stereo not given) | i | i | i | i | i | i | i | i | i | i | i
Cc1cc2cc(CNC(=O)c3cc4ccccc4o3)ccc2n1C | i | i | i | i | i | i | i | i | i | x | i
Cc1ccc(C)c(NC(=S)Nc2cccc3cnccc23)c1 | i | i | i | i | i | i | i | i | i | i | i
CC1CCCN(Cc2c(O)ccc3c4c(c(=O)oc23)CCCC4)C1 (stereo not given) | i | i | i | i | i | i | i | i | i | i | i
COc1ccc(C(C)(C)C)cc1NC(=O)Cn1cnnn1 | i | i | i | i | i | i | i | i | i | i | i
Cc1ccc(C(O)Cn2cc([N+](=O)[O-])nc2C)cc1 (stereo not given) | i | i | i | i | i | i | i | i | i | i | i
Cc1ccc(N2CCN(C(=O)c3cccs3)CC2)c(C)c1 | i | i | i | i | i | i | i | i | i | i | i
COc1cc(-c2nnc3sc(C4CCCCC4)nn23)cc(OC)c1OC | i | i | i | i | i | i | i | i | i | i | i
CC1Cc2cc(/C(O)=C3\C(=O)C(=O)N(CCN(C)C)C3c3ccccc3F)ccc2O1 (stereo not given) | i | i | i | i | i | i | i | i | i | i | i
CC(Oc1ccc(Cl)cc1)c1ccc(C#N)c(=O)[nH]1 (stereo not given) | i | i | i | i | i | i | i | i | i | i | i
COc1ccccc1/C=C/CN1CCCC(CO)(Cc2cccc(Cl)c2)C1 (stereo not given) | i | i | i | i | i | i | i | i | i | i | i
O=C(CN1CCN(C(=O)c2ccccc2)CC1)Nc1ccc(Br)cn1 | i | i | i | i | i | i | i | i | i | i | i
Cc1ccc(-c2cc(C(F)F)nc(N3CCOCC3)n2)cc1 | i | i | i | i | i | i | i | i | i | i | i
Cc1cccn2cc(CSc3nnc(Nc4ccc(C(C)C)cc4)s3)nc12 | i | i | i | i | i | i | i | i | i | i | i
COCCCN(CC(=O)NCc1ccccc1)S(=O)(=O)c1ccc(C)cc1 | i | i | i | i | -6.3* | i | i | i | i | i | i
Cc1nn(-c2cccc(C(F)(F)F)c2)c(Cl)c1/C=N/Nc1cccc(C(=O)O)c1 | i | i | i | i | i | i | i | i | i | i | i
COc1cc(Cc2nc3ccc(S(=O)(=O)N4CCOCC4)cc3[nH]2)cc(OC)c1OC | i | i | i | i | i | i | i | i | i | i | i
O=C(CSc1nnc(-c2cccnc2)s1)Nc1ccnc2ccccc12 | i | i | i | i | i | i | i | i | i | i | i
CC(=O)Nc1ccccc1-c1nnc(SCc2ccccc2Cl)[nH]c1=O | i | i | i | i | i | i | i | i | i | i | i
O=C(O)CCCSc1nccn1-c1ccccc1 | i | i | i | i | i | i | i | i | i | i | i
Cc1cc(Nc2ccccc2)n(C(=O)c2ccccc2)n1 | i | -6.8* | i | i | i | i | i | i | i | i | i
COC(=O)C1=C(C)Nc2c(c(=O)n(C)c(=O)n2C)C1c1ccc(C)cc1 (stereo not given) | i | i | i | i | i | i | i | i | i | i | i
Cc1cc(C(=O)Nc2c(F)cc(F)cc2Br)cs1 | i | i | i | i | i | i | i | i | i | i | i
CS(=O)(=O)N(CC(=O)NCc1ccccn1)c1ccc2c(c1)OCCO2 | i | i | i | i | i | i | i | i | i | i | i
CN1CCN(C2=Nc3c(Cl)cc(Cl)c4cccc2c34)CC1 | i | -5.8* | i | i | i | i | i | i | i | i | i
CCOc1ccc(S(=O)(=O)NCCC(=O)NC(C)CCc2ccccc2)cc1 (stereo not given) | i | i | i | i | i | i | i | i | i | i | i
CCCCNC(=O)COC(=O)c1ccc(F)cc1Cl | i | i | i | i | i | i | i | i | i | i | i
CSCCC(NS(=O)(=O)c1ccc(Cl)cc1)C(=O)OCC(=O)N1CCCc2ccccc21 (stereo not given) | i | i | i | i | i | i | i | i | i | i | i
O=C(NCC1COc2ccccc2O1)C1C2C=CC3(CN(Cc4cccs4)C(=O)C13)O2 (stereo not given) | i | i | i | i | i | i | i | i | i | i | i
COc1cccc(NC(=O)Cn2c(CCC(=O)O)ccc2-c2ccccc2)c1 | i | i | i | i | i | i | i | i | i | i | i
COC(=O)c1cc2c(ccn2-c2ccc(F)cc2)n1Cc1ccc(C#N)cc1 | i | -4.7* | i | i | i | i | i | i | i | i | i
COc1ccc(C(=O)C2CCN(CC(=O)NCc3ccccc3)CC2)cc1 | i | i | i | i | i | i | i | i | i | i | i
CCC(C)[C@H]1CNC(=S)N1CCc1cccc2ccccc12 (stereo not given in full) | i | i | i | i | i | i | i | i | i | i | i

# (next part)
Compound | MrgX1 ag | MrgX1 antagonist | TRPC4 agonist | MrgX1 allo act | TRPC6 inh | TRPC4 inh | RGS4 block | ANO1 block | TRPC6 activator | ANO1 activ | TRPC4 potent
CCCCn1nc(NC(=O)COC)c2cc3cc(OC)ccc3nc21 | i | i | i | i | i | i | i | i | i | i | i
Cc1cccc(-c2csc(N)c2C(=O)OC(C)C)c1 | i | i | i | 8.1* | i | -6* | i | i | i | i | i
Cc1ccc(S(=O)(=O)NCC(=O)N/N=C/c2ccc(Cl)cc2)cc1 | i | i | i | i | i | i | i | i | i | i | i
O=C(COc1ccc(Cl)cc1Cl)N(Cc1ccco1)C1CCS(=O)(=O)C1 (stereo not given) | i | i | i | i | i | i | i | i | i | i | i
O=C(N/N=C/c1cccc(Oc2ccc([N+](=O)[O-])cc2[N+](=O)[O-])c1)c1cncc(Br)c1 | i | i | i | i | i | i | i | i | i | i | i
Cc1cc(C)cc(SCc2noc(C(=O)NCCC(C)C)c2C(=O)NCCC(C)C)c1 | i | i | i | i | i | i | i | i | i | i | i
Cc1ccc(NC(=S)NN2CCN(C)CC2)cc1 | i | i | i | i | i | i | i | i | i | i | i
COc1ccc(-c2ccc(/C=C3\C(=O)N(c4ccccc4)N=C3c3ccccc3)o2)c([N+](=O)[O-])c1 | i | i | i | i | i | i | i | i | i | i | i
NC(=O)c1ccccc1N | i | i | i | i | i | i | i | i | i | i | i
COc1cccc(NC(=O)NC(C)C2CC3CCC2C3)c1 (stereo not given) | i | i | i | i | i | i | i | i | i | i | i
Cc1cccc(N2CN(Cc3ccco3)CNC2=S)c1C | i | i | i | i | i | i | i | i | i | i | i
CCCC(=O)NC(NC(=S)Nc1ccc(N=Nc2ccccc2)cc1)C(Cl)(Cl)Cl (stereo not given) | i | i | i | i | i | i | i | i | i | i | i
COC(=O)C1=C(C)Nc2nnnn2C1c1ccc(Cl)cc1Cl (stereo not given) | i | i | i | i | i | i | i | i | i | i | i
COc1ccc(C(=O)NC(=S)N2CCC(C)CC2)cc1 | i | i | i | i | i | i | i | i | i | i | i
O=C(COC(=O)CCc1ccc(S(=O)(=O)N2CCOCC2)cc1)NC1CCCCCC1 | i | i | i | i | i | i | i | i | i | i | i

# Bioassay records from PubChem.
